mHTT CaM bind = mutant huntingtin-calmodulin interaction inhibitors – biochemical, AlphaScreen, primary screen | AID 1671202, 2021 | AlphaScreen His-mHTT/GST-CaM binding, luminescence | inhibition, % at 15 µM | 3.6% of 190,000 active | P42858;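 also: 0% = both proteins with DMSO and 100% = one protein alone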
Target sequence (P42858 whole entry, looked up, stated change not applied): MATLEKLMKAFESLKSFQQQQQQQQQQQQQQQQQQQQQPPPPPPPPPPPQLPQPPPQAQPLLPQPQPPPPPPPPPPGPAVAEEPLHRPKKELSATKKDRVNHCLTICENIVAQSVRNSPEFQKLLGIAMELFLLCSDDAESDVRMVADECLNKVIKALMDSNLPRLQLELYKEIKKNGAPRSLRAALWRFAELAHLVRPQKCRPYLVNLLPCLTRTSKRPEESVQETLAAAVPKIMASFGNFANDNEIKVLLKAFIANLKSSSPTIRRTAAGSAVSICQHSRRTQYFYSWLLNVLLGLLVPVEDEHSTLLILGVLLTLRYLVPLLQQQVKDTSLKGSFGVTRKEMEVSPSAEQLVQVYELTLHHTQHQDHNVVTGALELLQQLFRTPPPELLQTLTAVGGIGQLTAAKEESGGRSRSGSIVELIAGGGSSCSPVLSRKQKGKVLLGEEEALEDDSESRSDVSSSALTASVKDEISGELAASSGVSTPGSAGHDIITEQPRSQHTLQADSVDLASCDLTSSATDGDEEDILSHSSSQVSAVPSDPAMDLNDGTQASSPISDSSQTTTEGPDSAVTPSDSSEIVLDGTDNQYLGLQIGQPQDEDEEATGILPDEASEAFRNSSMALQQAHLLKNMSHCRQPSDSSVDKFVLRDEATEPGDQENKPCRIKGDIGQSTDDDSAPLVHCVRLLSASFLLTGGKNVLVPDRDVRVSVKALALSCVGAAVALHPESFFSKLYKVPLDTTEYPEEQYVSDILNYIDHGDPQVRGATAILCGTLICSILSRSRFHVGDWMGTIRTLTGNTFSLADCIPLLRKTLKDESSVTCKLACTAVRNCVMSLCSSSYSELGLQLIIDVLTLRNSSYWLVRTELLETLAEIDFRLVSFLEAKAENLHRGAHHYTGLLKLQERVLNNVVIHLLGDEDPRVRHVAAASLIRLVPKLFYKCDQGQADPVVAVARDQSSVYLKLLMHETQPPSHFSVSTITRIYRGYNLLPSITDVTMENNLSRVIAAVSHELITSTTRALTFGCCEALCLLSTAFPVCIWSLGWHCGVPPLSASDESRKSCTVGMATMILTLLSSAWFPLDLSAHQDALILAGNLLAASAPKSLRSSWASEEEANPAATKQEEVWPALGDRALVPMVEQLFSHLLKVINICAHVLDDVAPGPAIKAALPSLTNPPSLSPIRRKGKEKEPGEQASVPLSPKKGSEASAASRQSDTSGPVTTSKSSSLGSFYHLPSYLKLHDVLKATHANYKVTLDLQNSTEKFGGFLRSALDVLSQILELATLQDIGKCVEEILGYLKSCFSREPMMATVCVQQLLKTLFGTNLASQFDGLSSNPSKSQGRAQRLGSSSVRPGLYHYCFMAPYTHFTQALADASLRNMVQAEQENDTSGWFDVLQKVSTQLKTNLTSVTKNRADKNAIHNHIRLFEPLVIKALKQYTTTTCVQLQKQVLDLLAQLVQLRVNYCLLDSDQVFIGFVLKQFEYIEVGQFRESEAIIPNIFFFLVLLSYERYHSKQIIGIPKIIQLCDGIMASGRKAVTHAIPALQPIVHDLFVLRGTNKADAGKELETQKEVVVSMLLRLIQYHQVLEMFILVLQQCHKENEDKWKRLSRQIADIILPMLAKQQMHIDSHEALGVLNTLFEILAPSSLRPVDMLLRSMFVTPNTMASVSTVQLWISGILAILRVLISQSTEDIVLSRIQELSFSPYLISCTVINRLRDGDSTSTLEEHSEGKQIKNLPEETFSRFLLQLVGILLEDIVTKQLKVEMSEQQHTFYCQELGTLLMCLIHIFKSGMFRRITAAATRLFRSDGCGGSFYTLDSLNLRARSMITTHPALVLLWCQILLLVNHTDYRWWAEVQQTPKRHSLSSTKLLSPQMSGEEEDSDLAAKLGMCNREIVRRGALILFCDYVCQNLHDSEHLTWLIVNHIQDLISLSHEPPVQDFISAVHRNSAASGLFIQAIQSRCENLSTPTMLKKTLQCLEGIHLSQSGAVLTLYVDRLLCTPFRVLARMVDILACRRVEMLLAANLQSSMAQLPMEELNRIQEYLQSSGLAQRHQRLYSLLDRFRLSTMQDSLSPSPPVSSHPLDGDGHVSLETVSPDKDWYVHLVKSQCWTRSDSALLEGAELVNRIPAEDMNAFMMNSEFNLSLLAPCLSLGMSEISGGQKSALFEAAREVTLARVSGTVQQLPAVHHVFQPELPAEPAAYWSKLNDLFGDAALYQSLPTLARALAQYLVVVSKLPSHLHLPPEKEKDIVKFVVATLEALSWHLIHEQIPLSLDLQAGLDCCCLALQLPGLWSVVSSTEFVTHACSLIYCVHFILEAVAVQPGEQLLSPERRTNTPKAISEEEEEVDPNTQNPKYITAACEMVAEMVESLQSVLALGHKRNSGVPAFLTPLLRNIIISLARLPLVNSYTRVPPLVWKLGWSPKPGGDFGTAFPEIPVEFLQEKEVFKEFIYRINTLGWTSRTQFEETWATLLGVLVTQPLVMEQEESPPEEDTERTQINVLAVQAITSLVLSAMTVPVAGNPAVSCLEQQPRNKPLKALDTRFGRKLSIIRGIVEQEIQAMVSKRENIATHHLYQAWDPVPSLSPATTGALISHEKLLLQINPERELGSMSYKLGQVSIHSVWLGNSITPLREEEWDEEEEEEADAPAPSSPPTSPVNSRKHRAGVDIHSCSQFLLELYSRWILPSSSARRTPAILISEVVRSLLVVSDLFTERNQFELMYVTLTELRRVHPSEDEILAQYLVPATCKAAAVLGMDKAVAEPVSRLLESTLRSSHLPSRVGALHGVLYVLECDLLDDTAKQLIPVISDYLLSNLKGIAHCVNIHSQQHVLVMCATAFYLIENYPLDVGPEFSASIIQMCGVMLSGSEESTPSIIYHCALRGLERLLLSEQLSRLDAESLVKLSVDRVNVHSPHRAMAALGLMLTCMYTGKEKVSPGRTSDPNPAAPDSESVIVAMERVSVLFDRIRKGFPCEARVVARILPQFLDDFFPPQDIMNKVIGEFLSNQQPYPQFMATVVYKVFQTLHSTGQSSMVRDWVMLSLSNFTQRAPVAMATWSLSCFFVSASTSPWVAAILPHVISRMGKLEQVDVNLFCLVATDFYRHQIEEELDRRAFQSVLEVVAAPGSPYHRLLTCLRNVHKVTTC
Pf apPOL block = Pf-apPOL inhibitors, biochemical, fluorescence; Plasmodium falciparum apicoplast DNA polymerase (apPOL); Recombinant Pf-apPOL, molecular beacon fluorescence, 1.5 h; inhibition, % at 10 µM; 0.25% of 210,000 active
* = called active by the depositor; / = no result given; & = joins results of further samples. Rule as the data show it: active = inhibition above about 50%; inactive = the rest.

smiles	mHTT CaM bind	Pf apPOL block
O=C(CCCN1C(=O)S/C(=C\C=C\c2ccccc2)C1=O)Nc1ccc(C(=O)O)cc1	5	-1
CCCC(=O)N1CCC(O)(c2ccccc2)C(N2CCCC2)C1 (stereo not drawn)	6	-11
O=C(c1ccc(Cl)cc1Cl)N1CCN(c2ccc(-c3ccncc3)nn2)CC1	26	2
CCOc1ccccc1NC(=O)c1cc(OC)c(OC)cc1[N+](=O)[O-]	0	-2
Cc1ccccc1-n1nc2c(c1NC(=O)CCC1CCCC1)CS(=O)(=O)C2	3	-5
O=C(CCC1CCCN(c2cc(NC3CC3)ncn2)C1)N1CCN(c2ccccc2)CC1 (stereo not drawn)	20	-4
COc1ccc(NC(=O)CN(c2ccccc2)S(=O)(=O)c2ccccc2[N+](=O)[O-])cc1Cl	26	-12
O=C(Nc1nc(-c2ccc([N+](=O)[O-])cc2)cs1)c1cccnc1Cl	25	0
COc1nccnc1NC1CCN(C(=O)c2ccsc2)CC1	4	-4
O=C(CC1CCN(S(=O)(=O)c2ccc(Cl)s2)CC1)N1CCOCC1	-7	0
COc1ccccc1-c1noc(C2CCCN2C(=O)NC2CCCC2)n1 (stereo not drawn)	-4	-1
COc1ccc(CNC(=O)C2CCN(c3cncnc3N(C)C)CC2)cc1	0	-1
Cc1ccnc(N2CCCC(C(=O)Nc3cc(Cl)ccc3C)C2)n1 (stereo not drawn)	-10	0
CC(O)(CNC(=O)COc1ccc(Cl)cc1Cl)c1cccs1 (stereo not drawn)	-7	-8
CCN(C(=O)c1cc2cc3ccc(OC)cc3nc2o1)c1cc(C)ccc1C	6	-4
O=C(CCN1CCN(c2ccccc2F)CC1)Nc1ccc(F)c(F)c1	-2	-4
COc1ccc(CNC2CCN(c3ccc(C(=O)Nc4ccc(F)cc4)cn3)C2)c(O)c1 (stereo not drawn)	18	-6
Cc1ccc(CN2CCN(C3CCN(C(=O)Nc4ccc(F)cc4F)CC3)C2=O)cc1	14	-2
COc1cc2c(cc1OC)C(C(=O)NCCN1CCOCC1)C(c1cccnc1)N(C)C2=O (stereo not drawn)	4	-9
CC(C)c1cc(C2CCCN2C(=O)Cc2cccs2)no1 (stereo not drawn)	-4	-1
CC(C)c1ccc(NC(=O)CN(c2cc(C(F)(F)F)ccc2Cl)S(C)(=O)=O)cc1	0	-10
CC1NC(C(=O)O)Cc2c1[nH]c1ccccc21 (stereo not drawn)	-2	-12
COc1cc(NS(=O)(=O)c2ccc(NC(=O)c3cc(Cl)ccc3OC)cc2)nc(OC)n1	21	-42
COc1ccc(C2=N/C(=C\c3cc(Br)cs3)C(=O)O2)cc1OC	2	-4
Clc1ccc(C=Nc2cc(Br)c3c(c2)OCCO3)cc1	3	-2
O=C(c1cccc([N+](=O)[O-])c1)N1CCN=C1SCc1ccccc1	10	-15
CCc1ccc(NC(=O)c2ccc(-n3cc(CNC(=O)C4CC4)cn3)cc2)cc1	-1	0
CCOC(=O)C(C)Oc1ccc2c(=O)c(Oc3ccccc3OCC)coc2c1 (stereo not drawn)	-5&-5	-9&1
CCOc1ccc(-n2nc(C(=O)Nc3ccc(F)cc3Cl)c3ccccc3c2=O)cc1	-9	1
O=C(C(Cl)Cl)N1CCN(c2ccc([N+](=O)[O-])cc2)CC1	4	1
COc1ccccc1CNC(=O)C1CCc2sc(C(=O)N3CCCCC3)cc2C1 (stereo not drawn)	1	-1
COc1ccc(C2C(C#N)=C(N)Oc3cccc(O)c32)cc1 (stereo not drawn)	8	-5
COCCn1c(CC2CCN(S(=O)(=O)c3ccc(C)c(Cl)c3)C2)nc2cccnc21 (stereo not drawn)	21	0
Cc1ccc(N(CC(=O)Nc2ccc(C(C)C)cc2)S(C)(=O)=O)cc1	0	5
N#CCCN(Cc1ccco1)S(=O)(=O)c1cccc(C(F)(F)F)c1	/	-5
O=c1onc(-c2cccnc2)n1-c1cccc(C(F)(F)F)c1	/	-3
Cc1ccc(NC(=O)Cn2nc(N3CCCC3)c3ccccc3c2=O)c(Cl)c1	-5	1
COc1ccc(-c2c(C)c3ccc(O)c(CN4CCCC(C)C4)c3oc2=O)cc1OC (stereo not drawn)	1	-10
CSc1ccc(CN2CCC(N3CCN(CCO)CC3)CC2)cc1	1	6
O=C(NCc1ccccc1)c1cncc(-c2ccccc2F)c1	1	33
O=C(Nc1cccc([N+](=O)[O-])c1)c1ccc2c(c1)OCCO2	2	-2
NC(=O)c1cc2ccccc2oc1=Nc1ccc(F)cc1	-6	-4
CSc1nc2ccc(NC(=O)CCc3ccccc3)cc2s1	-2	1
Cc1cc(C)c2c(COc3ccc4c(=O)c(-c5ccc6c(c5)OCCO6)coc4c3)cc(=O)oc2c1	0	-2
CC(C)(C)c1ccc(C(=O)Nc2ccc(C(F)(F)F)cc2)s1	/	-5
CC(C)NC(=O)CN(Cc1ccccc1)S(=O)(=O)c1cc(Cl)ccc1Cl	-12	-4
CCCCN(CC)C(=O)C1c2ccccc2C(=O)N(CCOC)C1c1ccc(F)cc1 (stereo not drawn)	6	2
CCOC(=O)Cn1cc(-c2nc(-c3cnccn3)no2)ccc1=O	-9	-2
COCCn1cc2c3c(cccc31)CN(C(=O)Cc1ccc(Cl)cc1)CC2	81*	-2
CCCCNC(=O)C=Cc1cc(OC)ccc1OC	-10	-1

Next entries
smiles	mHTT CaM bind	Pf apPOL block
O=C(O)C1Nc2c(O)ccc(Br)c2C2C=CCC12 (stereo not drawn)	100*	-2
CCn1cnc2c1c(=O)n(Cc1ccccc1)c(=O)n2-c1cccc(F)c1	4	-1
COc1ccc(NC(=O)c2ccc(SC)cc2OC)cc1OC	3	-2
CCC1(C)OC(=O)N(CCc2ccc(OC)c(OC)c2)C1(C)O (stereo not drawn)	-3	6
Cc1cc(Cl)ccc1OCCCC(=O)NO	/	4
Cc1nonc1OCCNCCNc1ccc([N+](=O)[O-])cc1	9	18
O=[N+]([O-])c1ccccc1CN1CCN(C2CCCC2)CC1	1	-1
CCOc1ccc(C2=Nn3c(nnc3-c3cccc(OC)c3)SC2)cc1Cl	5	0
CC(NC(=O)C1CCN(c2ncnc3c2oc2ccccc23)CC1)c1ccccc1 (stereo not drawn)	0	1
CC(C)(C)NC(=O)c1ccccc1N1CCC(NC(=O)c2cccc(F)c2)CC1	0	-4

6 records drawn at random from those above, as already listed:
smiles	mHTT CaM bind	Pf apPOL block
CCn1cnc2c1c(=O)n(Cc1ccccc1)c(=O)n2-c1cccc(F)c1	4	-1
COc1ccc(C2C(C#N)=C(N)Oc3cccc(O)c32)cc1 (stereo not drawn)	8	-5
O=C(CCN1CCN(c2ccccc2F)CC1)Nc1ccc(F)c(F)c1	-2	-4
COc1cc(NS(=O)(=O)c2ccc(NC(=O)c3cc(Cl)ccc3OC)cc2)nc(OC)n1	21	-42
CCCCN(CC)C(=O)C1c2ccccc2C(=O)N(CCOC)C1c1ccc(F)cc1 (stereo not drawn)	6	2
NC(=O)c1cc2ccccc2oc1=Nc1ccc(F)cc1	-6	-4

Further structures:
smiles	mHTT CaM bind	Pf apPOL block
Cc1ccc(CNC(=O)C2(c3ccc(NC(=O)C4CC4)cc3)CCCCC2)o1	-11	-2
O=C(Nc1ccccc1)c1ccc(I)o1	0	2
NNC(=O)c1ccccc1OC(F)(F)F	/	-5
Cn1nccc1C(=O)N1CCCC(c2nc(-c3ccc(F)cc3)n[nH]2)C1 (stereo not drawn)	2	-2
Cc1ccc(S(=O)(=O)N2CC(C)OC(C)C2)c(C)c1C (stereo not drawn)	-10	0
COc1cc(OC)cc(C(=O)N2CCN(c3ccc(C)cc3C)C(=O)C2C)c1 (stereo not drawn)	4	5
Cn1c(=O)c2c(nc(Cl)n2Cc2c(F)cccc2Cl)n(C)c1=O	0	-6
Cc1ccc(Nc2cc(-n3ccnc3)ncn2)cc1	-11	-4
Cc1cccc(S(=O)(=O)N2CC3CN(C(=O)c4cccc(F)c4)CC(C2)O3)c1	-1	-2
COc1ccc(S(=O)(=O)Nc2cc(C)cc(C)c2)cc1	-2	-2
CC(C)(C)C(=O)Nc1ccc(F)cc1	/	-5
CSc1nc(C)c(Cc2c(F)cccc2Cl)c(=O)[nH]1	/	3&-7
CN(C)C=CC(=O)c1nn(-c2ccc(C(F)(F)F)cc2)ccc1=O	/	-11
COc1cc(-c2nc(-c3ccc(Cl)cc3)no2)cc(OC)c1OC	-6	-6
O=C(O)CC(Cc1ccccc1)c1ccc2c(c1)OCO2 (stereo not drawn)	5	-6
CC(C)C(=O)NC1CCN(C(=O)c2cccc(F)c2)C1 (stereo not drawn)	-5	0
COc1ccc(NC(=O)CSc2nc3ccsc3c(=O)n2Cc2ccccn2)c(OC)c1	33	-9
CCOc1ccc(C2=Nn3c(nnc3-c3ccc4c(c3)OCO4)SC2)cc1Cl	1	-3
Cc1ccc(Cl)cc1N1CCN(CC(O)COCc2ccccc2)CC1 (stereo not drawn)	-2	2
CC(=O)c1ccccc1OS(=O)(=O)c1ccc(C)cc1	/	6
O=C(CSc1nccn1-c1ccc([N+](=O)[O-])cc1)Nc1ccccc1F	25	9
Cc1ccc(C(=O)N2CCC(CCNC(=O)c3cccs3)CC2)cc1	12	-5
COc1ccc(C)cc1N1C(=O)c2ccccc2C1C(=O)NC1CCCCC1 (stereo not drawn)	5	-20
COc1ccc(C(=O)Nc2cccnc2)cc1	/	-9&-2
CC(C)c1ccc(CNC(=O)c2cc3c(s2)CN(C(C)C)C3)cc1	-9	-2
Cc1ccccc1NC(=O)Nc1ccc2c(c1)N(S(C)(=O)=O)CC2	-7	2
C=CCC1NC2(CCCCC2)Cc2cc(OC)c(OC)cc21 (stereo not drawn)	-1	0
NNC(=S)NCCc1ccccc1	/	5
O=C(Cc1cccs1)NCC12CC3CC(C1)CC(CNC(=O)Cc1cccs1)(C3)C2	2	-2
C=C(C)CN(CC)C(=O)C1CCN(Cc2cc(OC)ccc2OC)CC1	-8	-6
CCN(CC)c1ncnc2c1cnn2C	-7	-3
Cc1ccc(-c2csc(Nc3ccc(Oc4ccccc4)cc3)n2)cc1	68*	-3
O=C(Nn1cnnc1)c1ccccc1I	2	-4
O=C(Nc1ccc(Cl)cc1)c1cnn2c(C(F)(F)F)cc(-c3ccco3)nc12	-5	-4
O=S(=O)(c1cccc(Cl)c1)N1CCC(c2noc(-c3cccc(F)c3)n2)CC1	-8	-5
Cc1ccc(C)c(S(=O)(=O)Nc2ccc3oc(=O)sc3c2)c1	24	73*
Cc1ccc(-c2csc(NCc3ccccc3)[n+]2Cc2ccccc2)cc1	17	-1
O=C(O)CCCC(=O)Nc1ccccc1SCCS(=O)(=O)c1ccc(Cl)cc1	/	0
COc1cc(CN2CCN(Cc3cccc(C)c3)CC2)cc(OC)c1	9	10
Cn1cc(CNC(=O)Nc2ccc(Cl)c(Cl)c2)cn1	4	1
CCN(CC)CCn1c(SCC(=O)Nc2cc(C)[nH]n2)nc2c(sc3ccccc32)c1=O	3	-1
CCOCCCNC(=O)C1(C)CCC(=O)N1c1ccccc1OC (stereo not drawn)	-1	-9
COCCCNC(=O)C1CCCN(c2ncc(-c3ccc(F)cc3)cn2)C1 (stereo not drawn)	12	-6
CN1CCN(C(=O)c2ccn3c(-c4ccccc4)nnc3c2)CC1	-9	-5
O=C1C2=C(NC(=S)NC2c2ccc([N+](=O)[O-])cc2)c2ccccc21 (stereo not drawn)	/	-1
O=C(Nc1cc(C(F)(F)F)ccc1N1CCOCC1)c1ccc(Cl)c([N+](=O)[O-])c1	1	-2
COc1ccc(C2C(C(N)=O)=C(C)Nc3ncnn32)c(OC)c1 (stereo not drawn)	-3	-6
Cc1ccc(N2CCN(C(=O)CCC3CCCN(C(=O)Nc4ccccc4)C3)CC2)cc1 (stereo not drawn)	49	-3
Nc1c(C(=O)O)cc(Br)c2c1C(=O)c1ccccc1C2=O	52*	-8
COc1cc(C(=O)c2cc(Cl)ccc2N)ccc1O	/	-12

(cont.)
smiles	mHTT CaM bind	Pf apPOL block
O=C(NCc1ccncc1)c1ccc(N2CCNC(c3ccccc3)C2)nc1 (stereo not drawn)	1	-3
Cc1cc2[nH]c(C(=O)Nc3cc(F)cc(F)c3)c(CN3CCOCC3)c2s1	18	19
Cc1occc1C(=O)N1CCN(C(c2ccccc2)c2ccccc2)CC1	3	0
Cc1cc(C)c(C(=O)Nc2ncc(S(=O)(=O)c3ccc([N+](=O)[O-])cc3)s2)c(C)c1	12	-3
Cc1ccnc(N2C(=O)CCC2=O)c1	/	-9
CC(=O)Nc1ccccc1NS(=O)(=O)c1cccc([N+](=O)[O-])c1	-1	2
O=C(N[C@H]1CCC(=O)N([C@H](CSc2ccccc2)Cc2ccccc2)CC1)OCc1ccccc1	16	1

3 compounds from above, sorted by formula weight, low to high:
smiles	mHTT CaM bind	Pf apPOL block
O=C(NCc1ccncc1)c1ccc(N2CCNC(c3ccccc3)C2)nc1 (stereo not drawn)	1	-3
Cc1cc2[nH]c(C(=O)Nc3cc(F)cc(F)c3)c(CN3CCOCC3)c2s1	18	19
Cc1cc(C)c(C(=O)Nc2ncc(S(=O)(=O)c3ccc([N+](=O)[O-])cc3)s2)c(C)c1	12	-3
